# MBNL1 CUG block: MBNL1-poly(CUG) RNA binding inhibition. Q9NR56. Potency, µM (doses to about 57.5 µM), for the others: top-dose activity change, negative = inhibition, actives largely listed as inhibitors. TR-FRET MBNL1-His/biotin-(CUG)12 binding, 665/545 ratio. 280,000 tested, 0.036% active; active means well fitted inhibition curve with a large enough effect in the signal ratio, with a control signal flat, not every such curve was filed as active; inconclusive means small, poorly fitted or top-dose-only effect, or effect the other way, or a change in a side signal; inactive means no such curve, though single readings can be large or run the other way; the % refers to the signal ratio; further: potency means the concentration at half of the fitted maximal effect; on the % scale 0 is the no-effect control and ±100 the full control effect
#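 Inhibition of protein-RNA binding appears as loss of TR-FRET between terbium anti-His antibody on MBNL1-His and streptavidin-XL665 on biotin-(CUG)12. Activity is normalized to buffer-only and uninhibited-complex controls.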
# KCNH2 3.1 inh: KCNH2 3.1 (human) potassium channel inhibition. U2OS KCNH2 3.1, thallium flux FluxOr; hits give low values. activity change, % (tested at about 1.8 µM). 340,000 tested, 0.95% active. AID 720553;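 active means maximum activity change below -70%; inconclusive means maximum activity change from -70% to -50%; inactive means maximum activity change above -50%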;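 further: thallium influx rate constant from kinetic fluorescence after stimulation buffer; on the % scale 0 is the no-effect control and ±100 the full control effect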
#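 Steps: virus added to U2OS suspension (4 h, RT, dark); medium with 10% FBS added, cells plated, 37 C overnight; FluxOr/Red40 loading buffer 45 min RT; stimulation buffer, 2 min kinetic read; rate constant normalized.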
# TRPV1 ag: agonists of human vanilloid receptor 1 (TRPV1) | activation, % at 8.33 µM | Q8NER1 | TRPV1-expressing cells, Fluo-8 calcium influx, agonist mode | 320,000 tested, 0.19% active; in the data active means activation above about 80%; inconclusive means between about 30% and that limit; further: 0% is about no effect
#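 TRPV1-expressing cells were cultured overnight at 35.5C and loaded with Fluo-8 calcium dye for 40 to 90 min at room temperature. After a 10 s baseline, compound was added and calcium influx was read kinetically for 3 min (ex 480/em 520 nm).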
# CXXC DNA block: inhibitors of human MLL CXXC domain-DNA interaction | MLL-CXXC / FITC-HOXA9 DNA fluorescence polarization | Potency, µM (series often up to 115 µM), for the others: at the top dose activity change, negative = inhibition, most hits filed as inhibitors | 290,000 tested, 0.037% active | Q03164; active means well fitted inhibition curve with a large enough effect in the polarisation, with a control signal flat, not every such curve was filed as active; inconclusive means small, poorly fitted or top-dose-only effect, or effect the other way, or a change in a side signal; inactive means no such curve, though single readings can be large or run the other way; the % refers to the polarisation; further: potency means the concentration at half of the fitted maximal effect
#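 Purified MLL-CXXC (added from a 7 uM solution) was preincubated 5 min at ambient with pinned compounds in 50 mM Tris-HCl pH 7.5, 50 mM NaCl, 1 mM DTT, 0.05% BSA. Fluorescein-labeled HOX-A9 DNA (50 nM solution) followed, 30 min, then polarization read.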
# S-ASM inh: human S-ASM enzyme inhibition | placental ASM, HMU-PC fluorogenic substrate, 60 min | Potency, µM (series often up to 57.5 µM), without a hit: at the top dose activity change, negative = inhibition, usual class: inhibitors | 340,000 tested, 0.006% active | AID 504937; further: potency means the concentration at half of the fitted maximal effect
#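 qHTS format. ASM enzyme prepared from human placenta hydrolyses the fluorogenic substrate HMU-PC0 (9 uM final) over 60 min at 37 °C after a 10 min compound preincubation.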
# Coupling enz: inhibits coupling enzyme system, counter-screen for aldolase hits | coupling enzyme system counterscreen, AmpLite Red fluorescence | activity change, negative = inhibition, % at 58.2 µM, hits read low | 290,000 tested, 0.67% active | AID 2472; in the data active means activity change below about -30%; further: on the % scale 0 is the no-effect control and ±100 the full control effect
#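 Final compound at 57.5 uM, incubated 10 min at RT with coupling enzyme reagent (glyceraldehyde-3-phosphate), then 20 min with substrate and AmpLite Red detection. Fluorescence read at 525/598 nm; tests interference with the coupling assay, not aldolase inhibition.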
# GALK inh: inhibitors of human galactokinase; Purified GALK, Kinase-Glo residual ATP luminescence; Potency, µM (doses to about 57.5 µM), without a hit: at the highest dose activity change, negative = inhibition, actives largely listed as inhibitors; 270,000 tested, 0.007% active; AID 1868; P51570; further: potency means the concentration at half of the fitted maximal effect; on the % scale 0 is the no-effect control and ±100 the full control effect
#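 Human GALK (5 nM) with 35 uM ATP and 100 uM galactose in 20 mM HEPES pH 8.0, 5 mM MgCl2, 60 mM NaCl, 1 mM DTT, 0.01% BSA. After 1 h at room temperature, leftover ATP was read by Kinase-Glo Plus luminescence.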
# A-T KAP1 phos: candidate therapy for ataxia-telangiectasia; […] A-T fibroblasts, KAP-1 phosphorylation AlphaLISA; neocarzinostatin DNA damage 30 min before lysis; AID 485349; Potency, µM (series often up to 57.5 µM), for the others: top-dose activation, most hits filed as activators; 320,000 tested, 0.19% active; further: potency means the concentration at half of the fitted maximal effect; % of control where 0% means no effect; nearly all actives have a fitted effect of over 45% in size
#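 hTERT-immortalized A-T patient fibroblasts ([…]), 500 cells/well in OPTI-MEM, 1% FBS, got compounds for 60 min, then NCS for 30 min at 37C. Lysates were then assayed for phospho-KAP-1 by AlphaLISA (anti-pKAP1 donor, anti-KAP1 acceptor beads), 6 hr at 25C.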
# hERG WT inh: KCNH2 (human, wildtype) channel inhibition; U2OS, BacMam KCNH2, thallium flux FluxOr; hits give low values; Q12809; 340,000 tested, 0.37% active; activity change, % at 1.84 µM; AID 720551;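 active means maximum activity change below -70%; inconclusive means maximum activity change between -70% and -50%; inactive means maximum activity change above -50%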; further: on the % scale 0 is the no-effect control and ±100 the full control effect
# Target sequence (Q12809 whole entry, looked up): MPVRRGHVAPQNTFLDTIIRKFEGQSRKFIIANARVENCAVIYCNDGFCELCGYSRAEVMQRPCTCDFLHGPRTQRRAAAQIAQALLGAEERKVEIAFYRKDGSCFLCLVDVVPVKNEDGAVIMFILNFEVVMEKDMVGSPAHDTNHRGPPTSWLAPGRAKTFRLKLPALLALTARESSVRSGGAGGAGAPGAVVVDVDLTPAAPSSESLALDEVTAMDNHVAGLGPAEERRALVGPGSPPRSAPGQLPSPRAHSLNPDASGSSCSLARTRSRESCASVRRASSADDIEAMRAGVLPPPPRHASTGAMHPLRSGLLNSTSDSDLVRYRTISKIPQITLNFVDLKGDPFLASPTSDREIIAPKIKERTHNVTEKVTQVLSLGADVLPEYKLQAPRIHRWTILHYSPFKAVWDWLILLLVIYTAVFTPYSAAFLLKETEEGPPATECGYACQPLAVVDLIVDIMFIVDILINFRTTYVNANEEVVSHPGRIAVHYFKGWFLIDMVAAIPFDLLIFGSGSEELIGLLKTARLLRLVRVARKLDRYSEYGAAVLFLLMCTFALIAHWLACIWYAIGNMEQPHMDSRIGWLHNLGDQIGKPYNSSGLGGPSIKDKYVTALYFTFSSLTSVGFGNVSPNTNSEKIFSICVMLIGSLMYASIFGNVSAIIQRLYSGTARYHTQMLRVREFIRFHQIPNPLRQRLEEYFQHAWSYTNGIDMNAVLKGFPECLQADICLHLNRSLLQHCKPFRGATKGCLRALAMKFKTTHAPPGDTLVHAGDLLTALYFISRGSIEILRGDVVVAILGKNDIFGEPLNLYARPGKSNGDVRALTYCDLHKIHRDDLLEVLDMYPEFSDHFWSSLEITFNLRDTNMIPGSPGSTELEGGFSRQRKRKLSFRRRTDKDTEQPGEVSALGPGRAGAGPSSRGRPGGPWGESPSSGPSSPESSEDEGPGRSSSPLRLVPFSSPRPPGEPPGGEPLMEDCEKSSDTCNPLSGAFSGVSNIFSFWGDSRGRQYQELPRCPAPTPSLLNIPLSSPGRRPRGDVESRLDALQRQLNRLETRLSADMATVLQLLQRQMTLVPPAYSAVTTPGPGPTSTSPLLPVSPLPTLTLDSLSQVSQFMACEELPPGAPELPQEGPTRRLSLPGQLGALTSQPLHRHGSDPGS
#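 U2OS cells were transduced with wild-type KCNH2 virus (2.03 x 10^8 / mL) for 4 h at room temperature, then cultured overnight at 37 C. Thallium flux was read with FluxOr dye. Rate constants were normalized to DMSO controls.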
# a7 integrin act: activates integrin-mediated alleviation for muscular dystrophy. alpha7betagal myoblasts, beta-gal FDG fluorescence, 48 h. Potency, µM (series often up to 38.3 µM), without a hit: at the top dose activation, most hits filed as activators. 350,000 tested, 0.064% active;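 further: potency means the concentration at half of the fitted maximal effect; 100% = response of the positive control SU9516; nearly all actives have a fitted effect of over 60% in size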
#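 alpha7betagal+/- myoblasts (passage 13, 250/well) treated 48 h at 37C with compounds at 1:260 dilution of DMSO stock. Lysed, then beta-galactosidase activity read as FDG fluorescence (ex 480/em 540) after 30 min, with pre-read for autofluorescence.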
# * marks the source's active call; other numbers are inactive results; ? = inconclusive; · = no result given; & = joins results of further samples; [ ] = dose if it differs, or a comment. Unless noted, the call rests on the fitted dose curve; in most records, active means well fitted curve in the direction sought with a large enough effect; inconclusive means small, poorly fitted or top-dose-only effect, or another doubt; inactive means no such curve, though single readings can be large; an effect the other way counts as inactive or inconclusive.
SMILES,MBNL1 CUG block,KCNH2 3.1 inh,TRPV1 ag,CXXC DNA block,S-ASM inh,Coupling enz,GALK inh,A-T KAP1 phos,hERG WT inh,a7 integrin act
CC(Oc1cccc(Cl)c1)C(=O)Nc1nc(-c2ccccn2)cs1 (stereo not given),·,8,15,·,-2%,·,·,·,-8,-67%[inhibitor]
CCCCn1c(N)c(C(=S)NC(=O)CC(C)(C)C)c(=O)n(C)c1=O,-4%,3,3,12%,-2%,9,1%,-6%,-7,-40%
O=C(CCN1CCC(c2cccs2)=N1)c1cccs1,?,-30,3,77%[activator],27%,-8,·,2%,-16,-35%
Cc1cccc(OCC(=O)NCCCNC(=O)c2ccc(C)nc2)c1,-7%,-13,0,12%,-4%,2,-3%,3%,-9,-8%
O=C(CN1CCN(Cc2ccccc2)CC1)N/N=C/c1cccs1,?,-40,7,-8%,-1%,2,·,8%,0,30%
COC(=O)CCCC1=CC2=CC(=O)C(C)(OC(=O)C3CCCC3)C(=O)C2=CO1 (stereo not given),2%,15,1,8%,2%,0&-5,3%,-32%,16,-4%
COc1cccc(CN(C)C(=O)c2ccc(COc3ccc(Cl)cc3)cc2)c1OC,-5%,1,-2,-1%,-2%[11.5 µM],2,-4%,11%,-3,-14%
COc1ccc(C(=O)CSc2nnc(-c3cc(C)cc(C)c3)o2)cc1,0%,-6,2,-3%,2%,3,5%,-5%,3,11%
CC(C)CNC(=O)N[C@@H](CC(C)C)C(=O)O,7%,15,8,-11%,-3%,1,1%,0%,-11,-19%
CCCSc1ccc([C@@H]2[C@H]3C(=O)N(CC)C(=O)[C@H]3[C@]3(C(=O)OC)CCCN23)cc1,·,2,5,·,-6%,·,·,5%,2,17%
CCOc1cc(-c2sc(Nc3ccc(CC)cc3)n[n+]2-c2ccccc2)ccc1OC,·,·,0,·,-3%,·,·,2%,·,-23%
O=C(/C=C/c1cn(-c2ccccc2)nc1-c1ccccc1)Nc1ccc(C(=O)O)cc1,-2%,5,26,-7%,-4%,-1,-1%,-3%,-3,10%
Cc1csc(C2=C(O)CN(CCc3ccccc3)C2=N)n1,10%,2,?,-5%,-2%,0,9%,2%,-2,10%
COCC(=O)NC1(c2nnnn2CCOC(=O)Nc2ccc(Cl)cc2)CCCCC1,0%,3,17,-5%,-6%,6,0%,0%,15,-24%
Cc1ccc(S(=O)(=O)NC(CC(C)C)C(=O)Nc2nccs2)cc1 (stereo not given),3%,3,-1,-3%,0%,0,0%,4%,1,-21%
CCc1cc2c(=O)n(-c3ccccc3)c(SCC(N)=O)nc2s1,62%[activator],3,-4,-8%,0%,-2,7%,-2%,-1,0%
O=C(C1CC1)N1CCc2cc(Br)cc(S(=O)(=O)NCCCN3CCCC3)c21,0%,2,0,9%,8%,1,0%,-3%,-4,6%
CCc1ccc(NC(=O)CCc2nc3ccccc3[nH]2)cc1,-5%,18,20,-6%,-1%,1,1%,-2%,3,8%
COc1ccc(C(=O)C2CCCN(C(=O)C3=CCCC3)C2)c(C)c1 (stereo not given),13%,-4,5,0%,3%,-1,-2%,3%,-1,-18%
COc1ccc2[nH]cc(C=O)c2c1,-4%,-4,-3,-2%,3%,·,1%,-5%,-11,1%
COc1ccc2sc3ccccc3c(=O)c2c1OC,?,5,2,0%,1%,·,-1%,-2%,5,-26%
Cc1csc(NC(=O)CSc2nc(C)nc3c2c(=O)n(C)c(=O)n3C)n1,1%,1,2,5%,4%,6,1%,3%,-1,-11%
Cc1cnc(C(=O)OCC(=O)c2ccc(F)c(F)c2)cn1,·,-3,-3,·,0%,·,·,-2%,-1,-2%
Cc1n[nH]c(=O)nc1NCc1ccc(Cl)cc1,2%,8,0,1%,-4%,0,-5%,-2%,-8,-12%
Fc1ccc(-c2cn(-c3ccccc3)c3[n+]2CCS3)cc1,-3%,1,0,-6%,1%,-1,-2%,-9%,-1,-24%

# (list continues)
SMILES,MBNL1 CUG block,KCNH2 3.1 inh,TRPV1 ag,CXXC DNA block,S-ASM inh,Coupling enz,GALK inh,A-T KAP1 phos,hERG WT inh,a7 integrin act
Cc1ccccc1-n1c(=O)n(CCc2ccccc2)c(=O)c2[nH]cnc21,·,-3,-2,-3%,2%,-4,0%,-1%,-3,0%
O=c1oc2ccccc2c2c1ncn2-c1ccccc1,-5%,8,1,-1%,7%,-2,-1%,4%,-15,-8%
O=C(c1csc2c1CCCC2)N1CCCCC1,4%,3,5,4%,3%,5,-7%,0%,6,19%
CC(C)c1ccccc1NC(=O)COC(=O)c1ccc(Cl)c(S(=O)(=O)N2CCCCCC2)c1,-4%,-14,6,-4%,-7%,5,-3%,-10%,-7,-11%
COc1cccc(NC(=O)CSc2nc(O)c(C)c(=O)n2-c2ccc(C)cc2)c1,-5%,10,0,-1%,1%,0,-1%,-1%,3,0%
CCOc1ccc(C(=O)CN2CCN(S(=O)(=O)c3ccc(Cl)cc3)CC2)cc1,-6%,-24,1,1%,-3%,-1,-1%,-10%,6,-11%
Cc1onc(-c2c(F)cccc2Cl)c1C(=O)Nc1ccc(Cl)c(S(=O)(=O)N(C)C)c1,·,2,-1,·,-3%,·,·,6%,2,-21%
CC1CCCN(C(=O)COC(=O)c2cc([N+](=O)[O-])ccc2N2CCOCC2)C1 (stereo not given),·,6,6,·,-2%,·,·,0%,-11,-2%
CC(=O)c1c(C)[nH]c(C(=O)OCC(=O)c2ccc3c(c2)NC(=O)CO3)c1C,·,4,·,·,-1%,·,·,5%,10,-17%
CS(=O)(=O)N(Cc1ccccc1)c1ccc(C(=O)Nc2ccccc2Sc2ccccc2)cc1,-4%,-7,2,7%,-1%,4,-3%,11%,17,21%
CSCc1c(C(=O)OCC(=O)NC2CCCCC2)oc2ccccc12,·,0,?,·,-9%,·,·,3%,6,-4%
COc1ccc(C)cc1NC(=O)CSc1nnc(-c2ccc(C)cc2)o1,36%[activator],6,·,-8%,-9%,0,-1%,7%,3,2%
COc1ccc(C2=NC(C)(C)Cc3cc(OC)c(OC)cc32)cc1OC,?,-18,0,4%,9%,1,-1%,3%,6,-23%
Cc1ccc(/C(N)=N/OC(=O)N2c3ccccc3Sc3ccccc32)cc1,·,8,·,·,-10%,·,·,·,-176*,20%
Cc1ccnc2nc(C(=O)OCC(=O)NCCc3ccc(Cl)cc3)nn12,2%,-1,-3,-5%,1%,1,-1%,-1%,-6,1%
O=C(Cc1ccccc1)NNC(=O)c1cccs1,-7%,-2,-3,-5%,-2%,1,-2%,1%,-3,-3%
Cc1ccc(S(=O)(=O)NCCCCCC(=O)Nc2nccs2)cc1,-11%,4,1,2%,0%,-3,2%,-5%,8,5%

# Compound profiles, as listed above.
# Record of CC(=O)c1c(C)[nH]c(C(=O)OCC(=O)c2ccc3c(c2)NC(=O)CO3)c1C : MBNL1 CUG block = ·; KCNH2 3.1 inh = 4; TRPV1 ag = ·; CXXC DNA block = ·; S-ASM inh = -1%; Coupling enz = ·; GALK inh = ·; A-T KAP1 phos = 5%; hERG WT inh = 10; a7 integrin act = -17%
# Record of O=C(c1csc2c1CCCC2)N1CCCCC1 : MBNL1 CUG block = 4%; KCNH2 3.1 inh = 3; TRPV1 ag = 5; CXXC DNA block = 4%; S-ASM inh = 3%; Coupling enz = 5; GALK inh = -7%; A-T KAP1 phos = 0%; hERG WT inh = 6; a7 integrin act = 19%

# Compounds from the list above that contain a COOH group:
SMILES,MBNL1 CUG block,KCNH2 3.1 inh,TRPV1 ag,CXXC DNA block,S-ASM inh,Coupling enz,GALK inh,A-T KAP1 phos,hERG WT inh,a7 integrin act
CC(C)CNC(=O)N[C@@H](CC(C)C)C(=O)O,7%,15,8,-11%,-3%,1,1%,0%,-11,-19%
O=C(/C=C/c1cn(-c2ccccc2)nc1-c1ccccc1)Nc1ccc(C(=O)O)cc1,-2%,5,26,-7%,-4%,-1,-1%,-3%,-3,10%

# Bioassay records (PubChem)
